Compound activity: PubChem, Sanford-Burnham Center for Chemical Genomics
SENP8 block-1 = SENP8 protease inhibition; Q96LD8; purified SENP8, Z-RLRGG-aminoluciferin cleavage, luminescence; inhibition, % at 10 µM; 1.2% of 330,000 active; AID 2540; in the data active means inhibition above about 50%
Target sequence (Q96LD8 whole entry, looked up): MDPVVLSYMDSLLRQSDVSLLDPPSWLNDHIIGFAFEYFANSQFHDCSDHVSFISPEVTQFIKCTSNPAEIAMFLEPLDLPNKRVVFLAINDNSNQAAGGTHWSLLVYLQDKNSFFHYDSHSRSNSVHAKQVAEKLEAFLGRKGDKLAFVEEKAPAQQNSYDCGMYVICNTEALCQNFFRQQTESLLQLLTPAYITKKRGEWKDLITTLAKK
PfG6PD inh = PfG6PD (Plasmodium falciparum) enzyme inhibition; PfGluPho enzyme, NADPH resazurin-diaphorase fluorescence; inhibition, % at 20 µM; 0.78% of 350,000 active; AID 504690;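 active means inhibition reaching at least a set limit at 20 µM in the primary screen, cut at about 59% in these data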;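 further: 0% = DMSO wells with substrate and 100% = DMSO wells lacking glucose-6-phosphate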
SENP6 block = blocks the human protease SENP6; Q9GZR1; Recombinant SENP6 catalytic domain, aminoluciferin luminescence; inhibition, % at 10 µM; 1.8% of 330,000 active; AID 2599;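 active means inhibition above about 50% at the single tested dose, limit read from the data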;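 further: plate controls were DMSO wells with enzyme for no effect and DMSO wells lacking enzyme for full effect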
Target sequence (Q9GZR1 628-1112 limits assumed): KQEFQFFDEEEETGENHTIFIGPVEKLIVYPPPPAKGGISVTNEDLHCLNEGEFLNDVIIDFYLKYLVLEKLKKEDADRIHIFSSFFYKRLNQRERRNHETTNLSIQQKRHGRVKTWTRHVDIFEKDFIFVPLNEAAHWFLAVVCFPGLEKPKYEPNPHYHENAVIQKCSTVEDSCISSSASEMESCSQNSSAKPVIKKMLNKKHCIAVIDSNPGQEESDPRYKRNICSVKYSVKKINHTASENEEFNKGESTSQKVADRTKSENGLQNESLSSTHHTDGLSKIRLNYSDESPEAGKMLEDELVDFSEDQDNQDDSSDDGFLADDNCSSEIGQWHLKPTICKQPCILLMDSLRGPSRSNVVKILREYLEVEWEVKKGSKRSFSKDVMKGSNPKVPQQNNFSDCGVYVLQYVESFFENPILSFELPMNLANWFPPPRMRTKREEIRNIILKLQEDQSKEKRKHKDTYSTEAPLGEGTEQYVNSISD
HKDC1 inhibitor = blocks human hexokinase HKDC1 activity. recombinant HKDC1, G6PDH/diaphorase resazurin coupled fluorescence. 0.16% of 340,000 active. Q2TB90. inhibition, % at 20 µM;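 active means inhibition above about 35% when tested at 20 µM, limit read from the data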;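 further: plate controls were DMSO wells with enzyme for no effect and DMSO wells lacking enzyme for full effect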
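test system = in-house recombinant HK5 (HKDC1) enzyme | amount = HKDC1 at 5 µg/mL | control set = DMSO-enzyme wells negative, buffer-substituted wells positive | compound = one dose of 20 µM, 1% DMSO | schedule = reaction time 90 min, room temperature, protected from light | technique = resorufin fluorescence at 613 nm | reagent = glucose with 1 mM ATP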
SENP7 block = SENP7 protease inhibition | Q9BQF6 | recombinant SENP7, Z-RLRGG-aminoluciferin luminescence, 40 min | inhibition, % at 5 µM | 1.5% of 330,000 active | AID 434973;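 active means inhibition above about 50% at the single test dose, limit read from the data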;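 further: plate controls were DMSO with enzyme for no effect and no enzyme buffer wells for full effect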
Target sequence (Q9BQF6 706-1050 limits assumed): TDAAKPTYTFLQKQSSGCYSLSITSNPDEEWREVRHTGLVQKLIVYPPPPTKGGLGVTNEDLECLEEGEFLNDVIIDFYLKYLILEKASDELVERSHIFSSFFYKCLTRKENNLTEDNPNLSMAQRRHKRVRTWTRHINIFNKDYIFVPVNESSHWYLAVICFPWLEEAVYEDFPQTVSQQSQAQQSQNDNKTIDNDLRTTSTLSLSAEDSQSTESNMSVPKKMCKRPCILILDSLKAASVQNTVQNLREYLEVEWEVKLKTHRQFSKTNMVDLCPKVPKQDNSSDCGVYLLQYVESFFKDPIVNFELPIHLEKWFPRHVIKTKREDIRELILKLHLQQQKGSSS
Apaf-1 inh = human Apaf-1 inhibition; O14727; inhibition, % at 20 µM; reconstituted apoptosome caspase-3 activity, DEVD-Rh110 fluorescence; 0.71% of 330,000 active; AID 489030; active means inhibition of at least 40% at 20 µM;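 further: plate controls were DMSO wells for no effect and DEVD-CHO caspase inhibitor wells for full effect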
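Material: reconstituted apoptosome with Apaf-1, cytochrome c, caspase-9, procaspase-3, dATP. Technique: Rh110 fluorescence intensity. Buffer or medium: pH 7.5 Hepes buffer with CHAPS, BSA, DTT. Times: 30 min plus 50 min, RT.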
SENP1 inh = blocks the human SENP1 SUMO protease catalytic domain | Q9P0U3 | recombinant SENP1 catalytic domain, CyPet-SUMO1-YPet FRET cleavage | inhibition, % at 10 µM | 0.21% of 360,000 active;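 active means inhibition at least 30% at 10 µM, raw YFP signal under a set limit, fluorescence ratio 0.5 to 1.5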;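 further: 0% = enzyme with DMSO and 100% = no enzyme wells; some results filed as inactive read as strong as hits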
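Material: hSENP1 catalytic domain, recombinant; medium: Tris pH 8 with BME, BSA, NP40 and catalase; compound: single concentration of 10 µM compound, 0.5% DMSO final; technique: FRET read of cyan and yellow fluorescence; timing: 50 min enzyme reaction, room temperature, light-protected; reagent: SFCypet-SUMO1-SFYpet substrate at 25 nM; control set: no-enzyme low, enzyme-DMSO high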
SENP8 block-2 = blocks human SENP8 cleavage of Nedd8 substrate; Q96LD8; AID 602440; 0.64% of 360,000 active; inhibition, % at 20 µM; recombinant SENP8, Nedd8 substrate fluorescence; in the data active means inhibition mostly above about 40%, no sharp cut-off; inactive means mostly below about 27%
Numbers without * were called inactive; i = inactive; / = not tested or not shown.

SMILES	SENP8 block-1	PfG6PD inh	SENP6 block	HKDC1 inhibitor	SENP7 block	Apaf-1 inh	SENP1 inh	SENP8 block-2
FC(F)Oc1ccc(/C=N/c2c(-c3ccc(OC(F)F)cc3)nc3n2CCS3)cc1	-5	36	-5	5	-1	15	0	-53
Cc1c(CCC(=O)O)c(=O)oc2c(C)c(OCc3cc4c(cc3Cl)OCO4)ccc12	-6	-24	-15	6	4	6	-2	-193
Cc1ccc(NC(=O)CSc2nnc(CNC(=O)c3cccs3)o2)c(C)c1	6	-11	-10	-9	-2	-16	1	1
O=C(OCC(=O)N1CCOCC1)c1ccc2ccccc2c1O	-4	7	10	4	3	3	0	i
CCN(c1ccc(OCC(=O)OCC(=O)Nc2ccc(F)c(F)c2F)cc1)S(=O)(=O)c1ccccc1	/	-16	/	-7	/	/	1	6
O=C(c1ccccc1)N1CN2CN(C(=O)c3ccccc3)CC([N+](=O)[O-])(C2)C1	-1	5	-19	8	4	-3	2	3
COc1ccc(NS(=O)(=O)c2cccc(C(=O)NNC(=O)c3ccccc3O)c2)cc1	-9	-28	-12	-13	-4	16	2	-5
O=C(CCCN1C(=O)NC2(CCCC2)C1=O)Nc1cccc(S(=O)(=O)N2CCOCC2)c1	-3	-4	-8	-3	-14	10	-1	2
Cc1cccc(CN(CC(=O)N/N=C/c2ccco2)S(=O)(=O)c2ccc(Cl)cc2)c1	-7	21	6	-1	-7	12	-1	0
COC(=O)c1cc(NS(=O)(=O)c2ccc3c(c2)c(=O)n(C)c(=O)n3C)cc(C(=O)OC)c1	-2	-19	-9	-4	10	-6	0	3
O=C(NCCc1ccc(O)c(O)c1)C1COc2ccccc2O1 (configuration not stated)	-5	24	-3	-5	-9	15	0	19
COc1ccc(N(Cc2ccccc2)S(=O)(=O)c2cccc(C(=O)NCC3CCCO3)c2)cc1 (configuration not stated)	-6	-36	-1	1	-13	21	0	2

Two compounds picked at random from the list so far, as already listed:
SMILES	SENP8 block-1	PfG6PD inh	SENP6 block	HKDC1 inhibitor	SENP7 block	Apaf-1 inh	SENP1 inh	SENP8 block-2
Cc1ccc(NC(=O)CSc2nnc(CNC(=O)c3cccs3)o2)c(C)c1	6	-11	-10	-9	-2	-16	1	1
Cc1cccc(CN(CC(=O)N/N=C/c2ccco2)S(=O)(=O)c2ccc(Cl)cc2)c1	-7	21	6	-1	-7	12	-1	0

(continued)
SMILES	SENP8 block-1	PfG6PD inh	SENP6 block	HKDC1 inhibitor	SENP7 block	Apaf-1 inh	SENP1 inh	SENP8 block-2
Cc1nc2oc3ccc(F)cc3c(=O)c2cc1C(=O)NC(C)(C)C	-6	4	10	-2	1	6	0	-40
COCCCNCC(O)C(F)(F)F (configuration not stated)	-6	-9	-18	-13	1	1	0	6
O=C(Nc1ccc2c(c1)C(=O)N(CC1CCCO1)C2=O)c1ccc(Cl)c(Cl)c1 (configuration not stated)	0	-5	-2	-8	7	0	0	-293
CCOc1ccc(N2CC(C(=O)Nc3cccc(S(=O)(=O)NC4=NCCC4)c3)CC2=O)cc1 (configuration not stated)	2	5	-2	-3	3	-17	0	16
O=C(N/N=C/C1CC=CCC1)c1ccccc1O (configuration not stated)	-19	-10	-12	-2	-8	10	-3	-140
OCC1OC(Oc2cccc3ccccc23)C(O)C(O)C1O (configuration not stated)	5	-1	-14	-1	5	-3	0	16
Cc1ccc(C(=O)Cn2cccn2)cc1	8	3	-7	-10	-1	-11	-2	6
O=C(NNC(=O)c1nc2ccccc2[nH]1)OCc1ccccc1	-2	-20	-7	0	-6	15	1	2
O=C(c1ccco1)N1CCN(S(=O)(=O)c2cccc(C(F)(F)F)c2)CC1	1	-20	-15	-4	5	3	3	11
CSc1nnc(CCCCCNC(=O)OC(C)(C)C)o1	1	-8	-14	2	-7	-26	1	21
CC(=O)Nc1ccc(C(=O)N(C)C(C(=O)Nc2ccccc2)c2ccccn2)cc1 (configuration not stated)	-6	-12	3	9	1	-1	2	-2
CC(=O)Nc1nc(C(F)(F)F)cs1	-2	-2	-3	1	6	-7	2	13
O=C(O)CCCCCn1c(O)c(C=C2N=c3ccccc3=N2)sc1=S	-11	-8	-7	-1	0	5	-5	-25
O=C1COc2ccc(S(=O)(=O)N3CCCC3)cc2N1	1	0	-5	-7	0	-1	1	10
CC1CCN(C(=O)c2ccc(SCc3ccccc3F)c([N+](=O)[O-])c2)CC1	3	-2	-10	6	1	19	3	12
Cc1sc2nc(SCC(N)=O)n(C)c(=O)c2c1C	-7	-3	-14	-1	-4	-2	1	-1
COc1ccc(CCNC(=O)c2ccc3c(c2)OCO3)cc1	0	-1	-21	2	1	6	12	4
CCCCN(C(=O)C1CCCO1)c1c(N)n(CC(C)C)c(=O)[nH]c1=O (configuration not stated)	13	4	-6	2	-5	3	-7	-10
Cc1ccc(-c2cn3cccnc3n2)cc1NC(=O)c1ccc(Br)o1	-3	-7	1	-1	-8	8	-8	-272
Fc1ccccc1Nc1nc(N2CCOCC2)nc(N2CCOCC2)n1	-4	-6	1	-4	-6	0	1	8
O=C(NCC1CCCO1)/C(=C\c1ccco1)NC(=O)c1ccc(Cl)cc1 (configuration not stated)	-1	-4	-3	-8	1	-19	-6	12
O=C(Nc1ccc(F)cc1F)c1ccc2c(c1)OCCO2	78*	-12	89*	7	89*	9	3	3
O=C1C=C(c2ccc(Cl)cc2)C(=O)N1Nc1ccccc1	4	50	5	8	-2	-6	-3	37
CC1CN(CCC(=O)Nc2ccc3c(c2)OCO3)CC(C)O1 (configuration not stated)	-1	-14	14	13	1	-5	0	-2
CN(CCNC(=O)c1cn(C)c2ccc(S(=O)(=O)N3CCCC3)cc2c1=O)CCc1ccccc1	2	-12	2	7	0	-4	-3	14
Cc1cc(C)cc(NC(=O)C2CCCN2/C=C/C(=O)C(F)(F)F)c1 (configuration not stated)	1	-1	-10	-10	8	9	-2	22
CC1(C)Cc2c(sc3nc4n(-c5ccccc5)c(=O)c(CCC(=O)O)nn4c(=O)c23)CO1	-1	104*	7	-17	9	-12	1	8
CCc1ccc(NC(=O)Cc2cn(C)c3ccccc23)cc1	-9	-17	-8	2	-7	20	-1	19
CCOC(=O)n1c(=O)n(Cc2ccc(Cl)cc2Cl)c2ccccc21	0	-12	10	3	1	16	2	13
COc1ccc(-n2cnnc2SCC(=O)Nc2ccc(C(N)=O)cc2)cc1	6	-10	-12	-5	2	2	-8	0
O=C(c1sc2ccccc2c1Cl)N(Cc1ccccc1)C1CCS(=O)(=O)C1 (configuration not stated)	-1	11	-5	-7	-2	18	-1	11
COC(=O)c1ccc(CSc2nnc(Nc3ccc(C)cc3)s2)o1	-5	19	-10	1	3	24	0	14
CC(C)C(c1nnnn1C(C)(C)C)N1CCN(Cc2cccnc2)CC1 (configuration not stated)	-6	-4	-22	-8	3	1	1	6
CN(C(=O)c1ccc(NC(=O)Cc2ccc(NC(=O)C3CCCN(C(=O)C4CCCCC4)C3)cc2)cc1)C1CCCC1 (configuration not stated)	/	2	/	1	/	/	3	-2
CCC(C)(C)NC(=O)CN(Cc1ccc(OC)cc1)C(=O)CCC(=O)Nc1nccs1	-9	-25	-6	6	6	3	1	-315
O=C(Cc1nc2ccccc2[nH]1)NCc1ccco1	0	-19	-10	-6	3	9	-116	-130
O=C(NCCCn1ccnc1)C(=O)NCC(c1ccco1)N1CCN(c2ccc(F)cc2)CC1 (configuration not stated)	-4	10	1	-9	3	-1	0	22
O=C(c1ccco1)N1CCN(Cc2nnc(-c3cccc(Br)c3)o2)CC1	-2	-11	-33	-5	-4	29	0	12
COc1cccc(-c2cc(C(=O)NC3CC3)c3ccccc3n2)c1	-8	11	10	-3	11	-6	2	-230
COC(=O)C1CCN(C(=O)c2cc(-c3ccc(Cl)s3)nc3ccccc23)CC1	-10	6	-12	-3	-1	20	-94	i
CC1Cc2ccccc2N1C(=O)COC(=O)CNC(=O)c1ccc(Br)o1 (configuration not stated)	-7	-4	-8	1	-7	13	1	15
Fc1ccc(-c2ccnc3nc(-n4cccc4)nn23)cc1	5	2	7	3	4	7	-1	-4
Cc1noc(N)c1C1(O)C(=O)N(C(C)C)c2ccccc21 (configuration not stated)	3	2	-4	-3	6	5	3	12
Cc1ccc(CSc2nnc(-c3ccco3)o2)cc1	-9	7	-12	-3	-6	3	1	16
Cc1cc(NC(=O)c2cc(S(=O)(=O)N3CCCCC3)ccc2C)n(-c2ccccn2)n1	-2	22	-9	3	-2	16	2	35
CCCOc1ccc(OCCOCCNCc2ccccc2)cc1	-11	8	-18	-5	-6	0	-2	20
COC(=O)C1=C(N)Oc2c(oc(CO)cc2=O)C1c1c(F)cccc1Cl (configuration not stated)	9	-12	20	-6	0	-7	0	5
Cc1ccc(NC(=O)CCC(=O)OCC(F)(F)C(F)F)cc1	-14	-8	-9	-3	-14	2	2	15
CCC(=O)Nc1ccc(C(=O)N/N=C/c2cccnc2)cc1	3	-1	4	-7	-4	-19	-1	17
COc1ccc(Cl)cc1NC(=O)CN(C)C(=O)Cn1[nH]c(=O)c2ccccc2c1=O	1	24	-17	-5	1	0	0	-4
Cc1ccc2nc(NC(=O)/C=C/c3ccc4c(c3)OCO4)sc2c1	-1	-3	-7	-10	2	-11	-9	-289
CCCC(=O)N1N=C(c2ccccc2)CC1c1cn(C)c2ccccc12 (configuration not stated)	1	-7	1	4	6	24	-8	-57
CCN(CC(=O)Nc1ccccc1C(F)(F)F)C(=O)CN1C(=O)NC2(CCCC2)C1=O	-2	-1	-4	-4	-3	-3	1	5
CCOc1ccc(Cc2nnc(SCC(=O)Nc3c(C)cccc3C)[nH]c2=O)cc1	4	-31	-12	-6	-11	-12	0	20
Cn1c(=O)c2[nH]c(SCc3cccnc3)nc2n(C)c1=S	/	20	/	-1	/	/	1	17
CCn1c(=O)cc(SCC(=O)Nc2ccc3c(c2)OCO3)c2ccccc21	3	-20	-3	-8	8	-8	1	17
Cc1ccc(CCNC(=O)c2ccc(NC3=NC4CS(=O)(=O)CC4S3)cc2)cc1 (configuration not stated)	0	-3	-3	-6	-4	-5	3	10
Cc1cccc2sc(NNC(=O)c3ccc(S(=O)(=O)N4CC(C)CC(C)C4)cc3)nc12 (configuration not stated)	4	4	4	-23	11	-17	18	10
C/C(=N/NC(=O)c1ccccn1)c1ccco1	63*	19	67*	-9	2	-8	2	3
Cc1ccc2c(c1)CCCN2C(=O)c1c(C)noc1C	6	-4	3	-7	-2	-13	0	0
Further records:
SMILES	SENP8 block-1	PfG6PD inh	SENP6 block	HKDC1 inhibitor	SENP7 block	Apaf-1 inh	SENP1 inh	SENP8 block-2
O=C(c1ccc(Cl)s1)N1CCN(S(=O)(=O)c2ccc(Cl)cc2)CC1	1	-13	13	-4	-1	4	0	9
O=C(CCc1nc(-c2ccc(Cl)cc2)no1)OCc1ccc(Br)cc1	-7	19	-17	1	-3	8	2	33
CC1CCCCC1NC(=O)C1CCC(CNc2c(N3CCCCC3)c(=O)c2=O)CC1 (configuration not stated)	-13	0	-18	-10	-5	0	3	22
CCN(C[C@H]1N[C@@](Cc2ccccc2)(C(=O)OC)[C@H]2C(=O)N(Cc3ccccc3)C(=O)[C@@H]12)C(=O)COc1ccccc1	12	3	-4	-2	9	20	1	11

Reprinted from the results shown for reference:
SMILES	SENP8 block-1	PfG6PD inh	SENP6 block	HKDC1 inhibitor	SENP7 block	Apaf-1 inh	SENP1 inh	SENP8 block-2
C/C(=N/NC(=O)c1ccccn1)c1ccco1	63*	19	67*	-9	2	-8	2	3
Cc1ccc2c(c1)CCCN2C(=O)c1c(C)noc1C	6	-4	3	-7	-2	-13	0	0
O=C(c1ccc(Cl)s1)N1CCN(S(=O)(=O)c2ccc(Cl)cc2)CC1	1	-13	13	-4	-1	4	0	9
